From PubChem BioAssay
TWEAK-Fn14 inh: inhibitors of TWEAK-Fn14 interaction signaling; TWEAK-stimulated Fn14 reporter cells, luciferase luminescence, 8 h; inhibition, % at 10 µM; 2% of 360,000 active; AID 1159606; in the data active = inhibition above about 50%
HIF-2a inh: blocks HIF-2a reporter activity; 786-0 RCC cells HIF-2a reporter, luciferase luminescence, overnight; inhibition, % at 18.8 µM; 0.72% of 360,000 active; AID 624352;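 active = inhibition of the luminescence signal of 40% or more relative to plate controls, in a single-dose primary screen at 18.75 µM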
Peg3 prom inh: Peg3 promoter activity inhibition | HeLa PEG-Prom luciferase reporter, luminescence, overnight | 1.7% of 360,000 active | inhibition, % at 20 µM;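 active = inhibition of at least 50% at 20 µM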
Shn3 3UTR inh: reduces Shn3 3'UTR luciferase signal in osteoblasts | Clone20 osteoblast Shn3 3'UTR firefly luciferase, 24 h | 0.52% of 360,000 active | inhibition, % at 12.5 µM | AID 588674;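 active = mean inhibition of at least 75% with every replicate also reaching 75%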;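 note: 0% = median of neutral control wells and 100% = pilot-screen positive control compound; some compounds past the cut are filed as inactive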
TRPM1 prom inh: reduces MITF-dependent TRPM1 promoter luciferase signal | SK-MEL-5 TRPM1 promoter luciferase, 24 h | inhibition, % at 12.5 µM | 0.83% of 330,000 active;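 active = mean inhibition across replicates of 60% or more, whatever share of single replicates reaches that level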; note: values of inactives mirror those of a sister screen read the other way
KKLEB cytotox: counter-screen for CF NF-kB inhibitors: cytotoxicity | KKLEB CF airway cells viability, ATPlite luminescence, overnight; stronger effect = lower value; cells stimulated with P. aeruginosa culture filtrate | activity change (cytotoxicity), % at 5 µM | 0.36% of 360,000 active | AID 602141;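 active = corrected activity change at or below -50% at 5 µM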
CF NFkB block: inhibitors of cystic fibrosis induced NF-kB | KKLEB NF-kB-GFP reporter, PAF-induced, GFP fluorescence overnight | 0.86% of 360,000 active | inhibition, % at 5 µM;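 active = at least 50% inhibition at 5 µM, scaled per plate between neutral and stimulator controls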;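 note: PAF is a Pseudomonas aeruginosa culture filtrate used as stimulus; plate controls were PAF-stimulated DMSO wells for no effect and unstimulated DMSO wells for full effect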
NR2E3 ag-1: activates human NR2E3 receptor; Q9Y5X4; CHO-S Gal4-NCOR/VP16-NR2E3 two-hybrid, luciferase; inhibition of corepressor binding, % at 3.98 µM; 0.35% of 360,000 active; AID 602229;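 active = inhibition above the mean of all tested compounds plus 3 SD, cut at about 70% in these data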;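 note: 0% = DMSO with NR2E3 transfected cells and 100% = cells lacking NR2E3 construct; higher means lower luciferase signal from less NR2E3 corepressor binding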
Target sequence (Q9Y5X4 whole entry, looked up, the tested form may be a part): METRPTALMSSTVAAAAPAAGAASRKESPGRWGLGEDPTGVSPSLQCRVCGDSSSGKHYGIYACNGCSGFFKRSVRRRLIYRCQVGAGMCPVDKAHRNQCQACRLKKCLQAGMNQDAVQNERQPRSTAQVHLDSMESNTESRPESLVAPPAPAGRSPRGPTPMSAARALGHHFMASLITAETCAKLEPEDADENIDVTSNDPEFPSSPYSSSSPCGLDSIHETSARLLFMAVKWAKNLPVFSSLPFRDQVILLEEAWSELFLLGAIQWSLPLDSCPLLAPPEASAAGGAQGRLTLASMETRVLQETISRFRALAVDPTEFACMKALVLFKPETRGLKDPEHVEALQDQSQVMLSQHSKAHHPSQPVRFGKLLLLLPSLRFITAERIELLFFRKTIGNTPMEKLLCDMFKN
iPSC survival up: increases survival of single human iPS cells; hiPSC single-cell survival, ATPlite luminescence; 100% = ROCK inhibitor wells, 0% = DMSO; 0.044% of 360,000 active; survival enhancement, % at 20 µM; in the data active = survival enhancement above about 18%;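 note: cells exposed to compounds for 16 hours before the ATP read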
NR2E3 ag-2: activates human photoreceptor nuclear receptor NR2E3. 0.12% of 320,000 active. inhibition of corepressor binding, % at 4.78 µM. AID 2300. GST-NR2E3/biotin-RetCOR TR-FRET, 1536-well. Q9Y5X4;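 active = percent inhibition above the cutoff of mean plus 3 SD of all tested compounds, set per screening campaign, cut at about 20% in these data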;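 note: 0% = DMSO wells and 100% = biotin wells as full block of FRET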
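System: GST-tagged NR2E3 plus biotinylated RetCOR corepressor; Amount: 1.35 nM GST-tagged NR2E3 final; Dosing: single nominal compound dose of 4.8 µM; Schedule: 5 h incubation at 4 °C; Technique: TR-FRET with europium anti-GST and streptavidin-D2, 340 nm excitation; Controls: biotin wells as high control, 0.6% DMSO wells as low control.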
aDG glyco act: increases alpha dystroglycan glycosylation; activation, % at 10 µM; AID 624168; 0.22% of 360,000 active; Pro5-aDG cells, alpha-DG glycosylation AlphaScreen (IIH6); 0% Pro5, 100% B10-LARGE cell signal;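 active = activation of at least 8% versus controls, or a plate z-score of at least 8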;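 note: Pro5 are CHO cells carrying HIG-tagged alpha-DG that lacks glycosylation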
Numbers without * were called inactive; . = not tested or not shown.

SMILES	TWEAK-Fn14 inh	HIF-2a inh	Peg3 prom inh	Shn3 3UTR inh	TRPM1 prom inh	KKLEB cytotox	CF NFkB block	NR2E3 ag-1	iPSC survival up	NR2E3 ag-2	aDG glyco act
CN(C)S(=O)(=O)c1ccc(N2CCCC2)c(C(=O)NNC(=O)COc2cccc(F)c2)c1	-12	12	-11	2	.	7	14	-12	-1.4	4	0.0
Cc1ccc(N(CC(=O)NC(C)(C)C)C(=O)CCC(=O)Nc2nccs2)c(C)c1	-17	22	8	-4	-1	8	-4	-37	-0.6	.	-0.1
O=C(c1cnn2c(C(F)(F)F)cc(-c3ccc4c(c3)OCO4)nc12)N1CCCC1	-3	15	6	-15	6	22	-9	-10	-2.6	4	0.2
O=C(CCc1ccc(O)cc1)NN=Cc1cc(Br)ccc1O	8	19	37	69	.	0	-5	-44	-0.7	.	1.2
Nc1cc(C(=O)O)ccc1Sc1ccccc1C(=O)O	-7	-4	-16	-17	9	-1	6	-20	0.1	-1	0.0
CN1CCN(C(=O)c2cc3c(c(-c4cccc(Br)c4)n2)[C@@H](CCO)N(S(=O)C(C)(C)C)C3)CC1 (some centres undefined)	-2	18	9	-13	.	5	-16	-3	-0.8	.	0.0
CC(=O)c1sc2ccccc2c1OC(=O)c1ccco1	0	-10	-20	1	-5	-5	7	-1	-1.3	-2	1.5
Cc1cc(NC(=O)CCCS(=O)(=O)c2nc(-c3cccs3)cc(C(F)(F)F)n2)no1	60*	94*	106*	95*	95*	-53*	90*	2	-5.0	0	-0.8
Cc1ccc2ccccc2c1NC(=O)Cn1nnc(-c2cccnc2)n1	-8	21	1	0	-9	6	-4	18	2.7	4	0.2
Cc1c(C(=O)OCc2ccc(F)cc2)sc2nc3n(c(=O)c12)CCC3	-63	-162	-238	-7	-49	0	2	-5	0.1	-1	-0.1
Cc1cc(OCC(=O)OCC(=O)N2CC(C)CC(C)C2)ccc1Cl (centres undefined)	-7	2	14	8	0	-14	11	-5	-0.2	4	0.0
S=C(NCc1ccc(Cl)cc1)N1CCN(c2ccccn2)CC1	7	-1	-4	-7	0	6	-8	20	-3.1	11	2.3
O=C(COC(=O)c1cccnc1Cl)Nc1ccccc1OC(F)F	2	6	13	0	9	4	-4	-5	-1.0	1	0.0
CCN1CCN(C(=O)c2cc3c(OC)c(OC)c(OC)cc3[nH]2)CC1	12	5	-3	-4	-8	3	-3	10	-0.4	0	-0.1
CCC1CCCCN1C(=O)/C=C/c1ccc2c(c1)OCO2 (centres undefined)	-11	-123	-41	-27	-12	-6	6	-33	0.2	1	-0.2
COC(=O)CCc1sc(NC2CCCCC2)nc1-c1ccc(OC)cc1	6	-32	-13	-1	0	-12	-3	-29	-1.0	0	0.1
CN(C1CCCCC1)S(=O)(=O)c1ccc(Cl)c(C(=O)O)c1	17	-1	2	-19	4	3	8	-15	-2.0	1	-0.2
CC(C)C(=O)NC(NCC1CCCO1)C(Cl)(Cl)Cl (centres undefined)	1	5	11	-11	0	4	-12	3	-4.6	-1	-0.1
CCNc1nc(SCCOc2ccc(Br)cc2)nc(N(C)C)n1	1	21	23	-43	-3	-13	20	-33	-0.9	0	0.7
CC(C)(C)n1ncc2c(=O)n(CC(=O)NC3CCCCC3)cnc21	6	-178	-183	-97	-53	-8	9	-78	0.1	2	0.1
O=C(NCCNC(=O)c1ccccn1)c1cccc(F)c1	7	9	9	-31	-4	10	-2	-19	-0.2	-1	0.0
CCc1ccc(CNC(=O)Cc2ccc(NC(=O)C3=C(C)OCCS3)cc2)cc1	-39	-162	-247	-15	-11	-32	37	-40	0.4	-1	0.2
COc1cc(/C=C/C(=O)OCC(=O)NC2CCS(=O)(=O)C2)ccc1OC(F)F (centres undefined)	-5	12	15	3	-9	1	-2	-11	0.2	2	0.0
COC(=O)c1cc(-c2cccs2)nn1-c1ccccc1	-2	17	9	8	2	12	3	-16	1.2	1	-0.1
CCOC(=O)c1c(C)nn(-c2ccc(NC(=O)/C=C/C(=O)O)cc2)c1C	61*	74*	13	.	9	7	-3	16	-0.3	0	0.1
COc1ccc(/C=C/C(=O)Nc2cccc(F)c2)cc1S(=O)(=O)N1CCOCC1	27	-76	-8	-14	11	-12	14	-41	-0.7	-3	0.1
O=C1CN(C(=O)N[C@@H](Cc2ccccc2)C(=O)N[C@H](Cc2ccccc2)C(=O)O)c2ccccc2N1	-13	8	-11	-11	12	4	-5	9	2.3	3	-0.3
COc1ccc(C2(CNC(=O)c3ccco3)CCOCC2)cc1	-8	13	9	-14	-10	-2	0	-7	-2.6	2	-0.1
Cc1ccc(NC(=O)COC(=O)c2cccnc2Cl)cc1S(=O)(=O)N1CCOCC1	-16	19	14	-4	-12	-2	8	-37	0.5	.	-0.3
O=C(c1cc(-c2ccccc2)nn1CC1CC(c2cccnc2)=NO1)N1CCOCC1 (centres undefined)	5	9	-1	17	4	-3	11	-12	-1.8	4	-0.2
N=C1C(c2ccccc2)=C(O)CN1c1cccc(O)c1	-8	7	-7	0	8	12	-6	-17	1.4	6	-0.4
CC(=O)N(c1cccc(C)c1)S(=O)(=O)c1ccc(Cl)cc1	18	9	9	-2	-2	6	4	10	2.2	2	-0.1
O=C(c1ccc(F)cc1)N1C2CCC1CC(O)(c1ccccc1F)C2 (centres undefined)	1	25	18	10	8	-7	2	-20	-3.4	-1	0.0
O=C(Nc1cccnc1)c1ccc(NC(=O)c2ccco2)cc1	-10	-45	-17	-1	-17	-2	6	-9	0.3	2	0.0
O=S1(=O)N=C(N/N=C/c2cccs2)c2ccccc21	0	19	10	7	7	5	13	-7	0.3	7	0.0
Cc1ccc(Nc2nc(N)c([N+](=O)[O-])c(NCc3ccccc3)n2)cc1	-4	-64	5	-1	-22	-13	16	-13	-0.4	0	-0.3
O=[N+]([O-])c1ccc(O)c(C=NNc2ccc(S(=O)(=O)O)cc2)c1	-10	5	10	15	-4	-7	2	-1	2.7	.	0.0
Cc1ccnc(NC(=O)CN2C(=O)c3ccccc3S2(=O)=O)c1	9	-14	-2	3	3	4	0	-24	-0.1	1	0.1
O=C(CCC(=O)N1CCN(c2ccccc2F)CC1)c1ccc(Cl)s1	-1	-83	-28	13	13	6	3	-9	1.6	.	-0.3
C/C(=N/Nc1ccc([N+](=O)[O-])cc1)c1c[nH]c2ccccc12	-1	-222	-141	-29	-42	-2	-76	-45	0.1	.	1.0
COc1ccc(N2CC(C(=O)Nc3ccc(S(=O)(=O)N4CCCC4)cc3)CC2=O)cc1 (centres undefined)	21	13	10	5	-2	6	-9	2	0.0	1	0.0
Cc1ccc(S(=O)(=O)Nc2nc3ccc(N)cc3s2)cc1	16	-2	9	-9	10	-3	3	-38	-0.6	0	-0.1
O=C1CN(S(=O)(=O)c2ccccc2Cl)CCN1	0	8	-7	9	1	2	12	-16	0.0	.	0.1
CCc1nnc(NS(=O)(=O)c2ccc(N3C(=O)C4CC=C(Cl)CC4C3=O)cc2)s1 (centres undefined)	-17	16	20	-11	5	6	4	1	-0.8	-4	-0.3
CC(C)N(Cc1ccccc1)C(=O)Cn1c(=O)cnc2ccccc21	-14	15	21	15	-1	2	-7	0	2.6	2	-0.2
Cc1ccc(C(=O)Nc2ccncc2)cc1S(=O)(=O)N1CCCCC1	24	18	17	28	.	7	-6	-10	-2.6	.	-0.1
NC(=O)C1CCN(C(=S)NCc2ccc3c(c2)OCO3)CC1	-12	10	-8	1	1	10	3	-4	-0.8	-1	-0.2
O=C(NC1(C(F)(F)F)N=C(c2ccccc2)NC1=O)c1ccccc1F (centres undefined)	0	23	4	6	6	-4	3	-12	2.0	2	-0.1
OC(COc1ccc(Cl)cc1)CN1CCN(c2ccccn2)CC1 (centres undefined)	-1	11	5	16	5	13	-18	-3	-0.3	0	0.1
Cc1noc(/C=C/N(C)C)c1S(=O)(=O)N1CCCC(C(=O)NCc2cccs2)C1 (centres undefined)	-1	6	0	4	1	-16	2	-10	-0.9	4	-0.1
